# Gal4-VP16 FLuc: Gal4-VP16 reporter inhibition counter-screen. Drosophila S2 Gal4-VP16 UAS-luciferase, luminescence, 20 h. Potency, µM (top dose mostly 53.6 µM), inactives show top-dose activity, negative = inhibition, hits mostly inhibitors. actives 3.5% (n = 310,000). AID 2546;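 also: Gal4-VP16 expression switched on by copper sulfate through the metallothionein promoter; % is scaled to controls: 0 for no effect and ±100 for the full control effect; nearly all actives have a fitted effect of over 50% in size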
# MBNL1 CUG block: blocks human MBNL1 binding to CUG repeat RNA. Potency, µM (highest dose often 57.5 µM), for inactives: at the top dose activity change, negative = inhibition, actives largely listed as inhibitors. actives 0.036% (n = 280,000). TR-FRET MBNL1-His/biotin-(CUG)12 binding, 665/545 ratio. Q9NR56. AID 2675; active = well fitted inhibition curve with a large enough effect in the signal ratio, with a control signal flat, not every such curve was filed as active; inconclusive = small, poorly fitted or top-dose-only effect, or effect the other way, or a change in a side signal; inactive = no such curve, though single readings can be large or run the other way; the % refers to the signal ratio; also: % is scaled to controls: 0 for no effect and ±100 for the full control effect
# Target sequence (Q9NR56 whole entry, looked up): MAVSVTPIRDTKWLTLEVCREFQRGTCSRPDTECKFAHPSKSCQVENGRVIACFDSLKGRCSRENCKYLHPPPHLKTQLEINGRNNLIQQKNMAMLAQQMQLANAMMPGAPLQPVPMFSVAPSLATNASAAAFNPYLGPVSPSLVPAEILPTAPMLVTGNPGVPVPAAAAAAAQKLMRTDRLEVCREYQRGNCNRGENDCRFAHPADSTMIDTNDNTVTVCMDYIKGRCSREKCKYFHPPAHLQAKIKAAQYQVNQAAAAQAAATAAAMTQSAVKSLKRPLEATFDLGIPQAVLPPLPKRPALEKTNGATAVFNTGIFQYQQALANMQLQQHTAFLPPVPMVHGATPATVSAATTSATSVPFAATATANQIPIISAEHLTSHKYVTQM
#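 TR-FRET readout: Ex 340 nm, 665/545 nm emission ratio, normalized to buffer-only (basal) and MBNL1-(CUG)12 controls. Complex of MBNL1-His with Biotin-(CUG)12, compounds 92 nM–58 uM, incubated 60 min at room temperature.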
# BRCA1 expr act: BRCA1 expression activation. Potency, µM (titrated, usually from 46.1 µM), inactives show top-dose activation, hits mostly activators. MCF7-BRCA1-FFLuc reporter, luminescence, 48 h; response scale: scaled: vehicle 0%, 10 µM genistein 100%. AID 624202. actives 1.1% (n = 380,000); also: nearly all actives have a fitted effect of over 80% in size; some results filed as inactive show a strong effect at the top dose
#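 48 h compound treatment of MCF7-BRCA1-FFLuc cells (phenol-red free MEM, 37 °C), then 15 min with luciferase substrate and luminescence imaging.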
# uPA generation: cell surface uPA generation inhibition; cell surface uPA generation assay, qHTS; Potency, µM (titrated, usually from 38.3 µM), inactives show at the top dose activity change, negative = inhibition, hits mostly inhibitors; actives 0.31% (n = 330,000); active = well fitted inhibition curve with a large enough effect; inconclusive = small, poorly fitted or top-dose-only effect; inactive = no such curve, though single readings can be large or run the other way; tested in mouse RAW 264.7 cells; also: % is scaled to controls: 0 for no effect and ±100 for the full control effect; nearly all actives have a fitted effect of over 55% in size
# RORg inh: inhibitors of mouse ROR gamma transcriptional activity; Drosophila S2 Gal4-RORgamma UAS-luciferase reporter, 20 h; AID 2551; Potency, µM (titrated, usually from 53.6 µM), without a hit: top-dose activity change, negative = inhibition, hits mostly inhibitors; actives 5.4% (n = 310,000); P51450; also: % is scaled to controls: 0 for no effect and ±100 for the full control effect; nearly all actives have a fitted effect of over 60% in size
#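 In this cell-based reporter format, copper sulfate (700 uM final) drives Gal4–ROR gamma fusion expression from a metallothionein promoter in Drosophila Schneider cells; compounds preincubated 1 hr, reporter read after 20 hr at ambient temperature.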
# p53 reactivator: mutant p53 re-activation in reporter cells; actives 0.063% (n = 320,000); H1299 p53-A138V BP100-luciferase reporter, luminescence, 24 h; Potency, µM (top dose mostly 92.2 µM), without a hit: top-dose activity change, positive = activation, most hits filed as activators; also: % of control where 0% means no effect; nearly all actives have a fitted effect of over 45% in size
#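 p53-null H1299 cells stably carrying temperature-sensitive p53-A138V and a BP100-luciferase reporter were pinned with compounds (4-point, 1:5 series) and held 24 hrs at 37 deg C. Luminescence was read 10 min after detection reagent.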
# Rab9 promoter act: activates the Rab9 promoter. Huh7 Rab9 promoter-luciferase reporter, luminescence, 24 h. Potency, µM (doses to about 9.22 µM), without a hit: at the highest dose activation, negative = inhibition, hits mostly activators. actives 2.8% (n = 320,000); also: % of control where 0% means no effect; nearly all actives have a fitted effect of over 60% in size
#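 Steps: seed 1500 Huh7 Rab9-luc cells per well, rest 2 h at 37 °C; add compound in DMSO; incubate 24 h; add luciferase reagent, 10 min ambient; read luminescence.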
# ELG1 genotox: inducers of genotoxicity in HEK293T ELG1-luciferase cells; HEK293T ELG1-luciferase reporter, luminescence, 16 h; Potency, µM (highest dose often 46 µM), inactives show top-dose activity change, positive = activation, hits mostly activators; actives 1.3% (n = 330,000); AID 504466; also: % of control where 0% means no effect; nearly all actives have a fitted effect of over 60% in size
#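 HEK293T cells expressing luciferase-tagged ELG1 were treated with compound or DMSO for 16 hr at 37°C. Luciferase activity was then read after 30 min with ONE-Glo at room temperature; rising signal flags genetic stress.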
# FLuc modulator: inhibits or activates purified firefly luciferase, miR-21 counter-screen; P08659; purified FLuc, Km substrates, luminescence inhibition; Potency, µM (series often up to 57.5 µM), for inactives: at the highest dose activity change, negative = inhibition, most hits filed as inhibitors; actives 6.9% (n = 360,000);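 also: plate controls were vehicle for no effect and reference inhibitor for full effect; nearly all actives have a fitted effect of over 55% in size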
# Target sequence (P08659 whole entry, looked up): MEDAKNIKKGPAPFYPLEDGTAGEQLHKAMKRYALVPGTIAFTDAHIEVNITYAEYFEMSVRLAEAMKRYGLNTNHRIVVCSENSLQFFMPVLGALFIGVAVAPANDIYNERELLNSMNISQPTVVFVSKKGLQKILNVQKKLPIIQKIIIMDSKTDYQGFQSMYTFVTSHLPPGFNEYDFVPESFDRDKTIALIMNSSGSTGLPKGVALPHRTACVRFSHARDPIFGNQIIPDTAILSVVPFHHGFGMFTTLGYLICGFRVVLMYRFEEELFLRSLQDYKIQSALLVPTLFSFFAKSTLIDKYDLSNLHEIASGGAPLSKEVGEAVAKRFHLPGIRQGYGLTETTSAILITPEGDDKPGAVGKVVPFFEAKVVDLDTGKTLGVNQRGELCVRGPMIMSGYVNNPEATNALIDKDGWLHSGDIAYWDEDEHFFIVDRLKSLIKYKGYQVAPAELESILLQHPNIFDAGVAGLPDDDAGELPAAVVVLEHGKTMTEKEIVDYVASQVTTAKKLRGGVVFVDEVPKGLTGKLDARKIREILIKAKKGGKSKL
#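 Biochemical qHTS of compounds, final roughly 60 µM downward over six points, against 10 nM purified firefly luciferase using Km concentrations of substrates (10 uM D-luciferin, 10 uM ATP) in Tris acetate pH 7.5 buffer; luminescence output.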
# NPC1 prom act: NPC1 promoter activation. Potency, µM (series often up to 9.22 µM), for inactives: at the highest dose activation, actives largely listed as activators. Huh7 NPC1 promoter luciferase reporter, 24 h. actives 2.4% (n = 320,000);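 also: % of control where 0% means no effect; nearly all actives have a fitted effect of over 60% in size; reporter is driven by a mutant NPC1 promoter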
#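 Stable NPC1-promoter luciferase Huh7 line; cpd (DMSO) 24 h, 37 °C, 5% CO2; Amplite luciferase reagent 10 min RT; luminescence readout. qHTS format.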
# MLL CXXC-DNA inh: blocks binding of human MLL CXXC domain to DNA; Potency, µM (top dose mostly 115 µM), inactives show at the top dose activity change, negative = inhibition, most hits filed as inhibitors; Q03164; MLL-CXXC / FITC-HOXA9 DNA fluorescence polarization; actives 0.037% (n = 290,000); active = well fitted inhibition curve with a large enough effect in the polarisation, with a control signal flat, not every such curve was filed as active; inconclusive = small, poorly fitted or top-dose-only effect, or effect the other way, or a change in a side signal; inactive = no such curve, though single readings can be large or run the other way; the % refers to the polarisation
#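 Steps: dispense CXXC domain solution (7 uM) → pin compounds or unlabeled HOX-A9 DNA control → 5 min ambient → add FLSN-HOX-A9 solution (50 nM) → spin → 30 min ambient → fluorescence polarization. Tris pH 7.5/NaCl/DTT/BSA buffer.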
# The depositor's hits bear a star; ? = inconclusive; · = not tested or not shown; [ ] = remark or other dose. Unless noted, calls follow the shape of the dose curve; as a rule, active = well fitted curve in the direction sought with a large enough effect; inconclusive = small, poorly fitted or top-dose-only effect, or another doubt; inactive = no such curve, though single readings can be large; an effect the other way counts as inactive or inconclusive. Potency is read from the fitted curve at half-maximal effect. Some of the compounds tested. The share of hits here may be higher or lower than overall.
SMILES,Gal4-VP16 FLuc,MBNL1 CUG block,BRCA1 expr act,uPA generation,RORg inh,p53 reactivator,Rab9 promoter act,ELG1 genotox,FLuc modulator,NPC1 prom act,MLL CXXC-DNA inh
CCOc1ccc(C(C(=O)NC2CCCC2)N(C(=O)CNC(=O)c2ccco2)c2cccnc2)cc1 (stereo not drawn),-9%,0%,-5%,-3%,17%,1%,-7%,6%,-1%,2%,12%
Cc1ccc(S(=O)(=O)NCC(C)NS(C)(=O)=O)cc1 (stereo not drawn),-6%,-10%,3%,-4%,10%,-1%,16%,-3%,-1%,12%,-8%
O=C(Cc1ccc(Br)cc1)NC1CCCc2ccccc21 (stereo not drawn),-5%,-3%,-13%,6%,-21%,0%,0%,-2%,-10%,2%,7%
O=C(CN(Cc1ccco1)C(=O)Cn1nnc(-c2cccs2)n1)NCc1ccccc1,10%,8%,-8%,11%,?,-3%,8%,0%,1%,10%,5%
COc1cccc(OC)c1C(=O)Nc1ccc(C(=O)c2ccncc2)cc1,·,·,21%,2%,·,-2%,-34%[inhibitor],0%,-7%,0%,·
Cc1ccc(S(=O)(=O)N2CCCCC2)cc1NC(=O)CNCc1ccco1,0%,-15%,6%,4%,6%,-3%,-2%,-2%,2%,2%,-4%
Cc1cc(C)cc(-n2ccnc2SCC(=O)c2c(N)n(C3CC3)c(=O)[nH]c2=O)c1,·,·,1%,-4%,·,-1%,-3%,-3%,3%,-1%,·
Cc1nc(OCc2ccccc2)c2sc3nc4c(cc3c2n1)COC(C)(C)C4,5%,-4%,17%,1%,?,24%,19%,0%,?,2%,3%
CC1(C)CC(=O)C(C=NCCC2=CCCCC2)=C(O)C1,-2%,1%,1%,-2%,29%,4%,8%,-5%,1%,5%,4%
O=C(O)c1cccc2c(-c3ccccc3)c(-c3ccccc3)[nH]c12,4%,-5%,1%,1%,9%,-1%,-2%,0%,0%,-4%,-15%
O=C(OCc1cccc2ccccc12)C1CC(=O)N(c2ccccc2)C1 (stereo not drawn),11%,-3%,-4%,4%,12%,0%,14%,5%,0%,1%,4%
CCOC(=O)c1c(NC(=O)c2cc(-c3ccc(Cl)s3)nc3ccccc23)sc(C(N)=O)c1C,?,?,-17%,0%,1%,2%,-6%,?,3%,-6%,11%
COc1ccc(N2CCN(C(=O)CSc3nnc(CNc4ccccc4)o3)CC2)cc1,-3%,-2%,-32%,·,?,-11%,-6%,-4%,1%,1%,3%
O=C(COc1cccc2cccnc12)N1CCc2ccccc2C1,9%,12%,0%,-5%,18%,0%,-3%,6%,-15%,-1%,-5%
Cc1cc(NC(=O)C2CCN(S(=O)(=O)c3cccs3)CC2)no1,2%,1%,24%,4%,0%,-9%,3%,-3%,5%,-5%,17%
CC1=C(C(=O)N2CCOCC2)C(c2ccc(-c3ccccc3)cc2)NC(=S)N1 (stereo not drawn),9%,4%,-6%,0%,?,-4%,3%,1%,-2%,1%,3%
O=C(COc1ccccc1F)Nc1ccc(N2CCOCC2)cc1N1CCOCC1,·,·,-23%,3%,·,0%,11%,0%,8%,-2%,·
Cc1ccccc1NC(=S)N1CCC(NC(=O)c2ccco2)CC1,-3%[10 µM],1%,0%,3%,7%,-1%,-8%,11%,-1%,1%,4%
Cc1cc(C)n(C(=O)CSc2nc3ccccc3o2)n1,-7%,-20%,1%,·,33%,1%,2%,0%,-14%,7%,6%
COc1ccc(/C=N/Nc2nccnc2Cl)c(OC)c1,?,?,93%,-4%,?,?,?,?,11µM*,16%,3%
CC(=O)c1sc(Nc2nc3cc4c(cc3s2)OCO4)nc1C,-13%,13%,87%,1%,5µM*,14%,2µM*,?,3.8µM*,3.5µM*,?
NC(=O)C(c1ccc(Br)cc1)c1ccc(C(=O)c2ccccc2)cc1 (stereo not drawn),-1%,1%,-70%,-5%,?,1%,-6%,7%,3%,5%,6%
Cc1cnc(C(=O)Nc2ccc(F)cc2)cn1,-6%,3%,85%,-3%,1%,4%,?,?,24µM*,2.5µM*,-4%
Cc1ccc(Cl)cc1NS(=O)(=O)c1ccc2oc(=O)ccc2c1,1%,2%,-13%,-3%,-21%,5%,0%,-3%,-1%,-1%,-4%
O=C(Cc1ccc(S(=O)(=O)N2CCOCC2)s1)NCC(=O)Nc1ccccc1Br,·,·,-22%,2%,·,5%,-4%,-1%,1%,-3%,·
COc1ccc(NC(=O)Nc2nnc(C(C)C)s2)cc1,-8%,-4%,10µM*,·,-5%,?,?,?,21µM*,3.5µM*,-2%
Clc1cccc(NCc2cn3cccnc3n2)c1,6%,3%,81%,-1%,?,2%,27%,15%,-11%,23%,-1%
CCN(CC)CCCNC(=O)CSc1nc(C)cc(C)n1,0%,-2%,3%,-8%,3%,-1%,-1%,2%,-1%,-4%,2%
Cc1csc(NC(=O)CSc2nc(C(C)C)nc3ccccc23)n1,-3%,6%,-29%,-7%,32%,13%,1%,-19%,3%,-3%,9%
O=C(Nc1cccnc1)c1ccc(N2CCOCC2)c([N+](=O)[O-])c1,9%,?,16%,6%,?,·,6%,6%,-3%,-5%,1%
Cc1ccc(CSCC(=O)Nc2ccc3c(c2)OCO3)cc1,-4%,-16%,0%,-4%,26%,7%,0%,-1%,-16%,11%,-4%
CCOc1ccc2nc(NC(=O)C(CC)Sc3nc(C)cc(=O)[nH]3)sc2c1 (stereo not drawn),1%,-5%,5.6µM*,-9%,?,?,?,?,24µM*,28%,7%
CCOc1cc(CN2CCN(Cc3ccc(C)o3)C(CCO)C2)ccc1OC (stereo not drawn),-4%,-15%,-25%,4%,4%,17%,-2%,-6%,1%,7%,-1%
O=C(Cn1nnc(-c2ccccc2NC(=O)c2ccco2)n1)Nc1ccccc1,-2%,2%,-14%,-6%,5%,-1%,-8%,12%,1%,-11%,44%[activator]
Cc1cccc(NC(=O)CN2CCN(C(=O)c3cccc(-n4cnnn4)c3)CC2)c1C,·,·,-3%,-1%,·,7%,-7%,2%,-2%,0%,·
CSc1nc(NC(C)C)nc(N2CCOCC2)n1,-3%,-12%,-17%,-9%,-11%,-7%,-4%,-1%,7%,2%,0%
Cc1cc(=O)oc(C)c1C(=O)NC1CCCCCCC1,-7%,-1%,-1%,9%,-41%,0%,-8%,1%,0%,-1%,4%
Cc1cccc(NC(=O)Cn2c(=O)n(CCc3c[nH]c4ccccc34)c(=O)c3cccnc32)c1,2%,13%,·,·,1%,7%,-5%,-3%,?,-1%,28%
CCOc1ccc(NC(=O)CSc2nc3ccsc3c(=O)n2CCC(=O)O)cc1,-6%,1%,-5%,4%,8%,12%,-4%,3%,-5%,-2%,10%
Cc1ccc(-c2nc3ncccc3o2)cc1NC(=O)C(C)C,2%,-2%,6%,1%,-14%,·,3%,3%,2%,20%,-2%
Oc1c(Cl)cc(Cl)cc1C(C#Cc1ccccc1)N1CCOCC1 (stereo not drawn),10%,4%,-63%,-3%,?,-3%,8%,-5%,3%,14%,7%
c1ccc2nc3c(nc2c1)OCC1CCCCN31 (stereo not drawn),2%,?,63%,-10%,-6%,?,2.5µM*,?,3.8µM*,4.5µM*,16%
CCOc1ccc(NC(=O)CN(C)C(=O)c2cc([N+](=O)[O-])ccc2N2CCCCC2)cc1OCC,·,·,-4%,?,·,3%,0%,-13%,4%,0%,·
COc1ccc(C2CC(=O)C=C(NC3CCCC3)C2)cc1 (stereo not drawn),-14%,-7%,-14%,-1%,-37%,5%,-4%,9%,-1%,-5%,4%
CN(C)n1cccc1/C=C(\C#N)S(=O)(=O)c1cccc(Cl)c1,-3%,3%,11%,1%,-9%,4%,-9%,1%,-1%,2%,-10%
C/C(CC(=O)Nc1ccc(C)cc1C)=N\NC(=O)C(C)C,-1%,-8%,-23%,3%,-37%,6%,-5%,-2%,-12%,1%,-4%
COc1ccc(CCNC(=O)CN2CCN(c3cccc(C(F)(F)F)c3)CC2)cc1,7%,-1%,3%[1.84 µM],4%,0%,-1%,7%,-11%,3%,-3%,4%
CCCCNC(=O)N(C)c1nc2ccccc2s1,?,-13%,4.5µM*,-2%,6%,10%,1.8µM*,?,13µM*,?,4%
CC(C)(CNC(=O)c1ccc(S(=O)(=O)Nc2ccccc2F)cc1)N1CCOCC1,·,·,-24%,1%,·,-5%,-6%,0%,4%,1%,·
